# CHT PAM – allosterically activates the human high affinity choline transporter | Q9GZV3 | CHT-expressing cells, membrane potential dye, choline EC20; hits give high values; LV-AA mutant CHT in HEK293 cells | B-score at 10 µM | hit rate 0.49% among 310,000 | AID 488977;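 active means initial fluorescence not abnormally high and integrated response B-score, plate-corrected, over 3 SD above library mean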
# Target sequence (Q9GZV3 whole entry, looked up): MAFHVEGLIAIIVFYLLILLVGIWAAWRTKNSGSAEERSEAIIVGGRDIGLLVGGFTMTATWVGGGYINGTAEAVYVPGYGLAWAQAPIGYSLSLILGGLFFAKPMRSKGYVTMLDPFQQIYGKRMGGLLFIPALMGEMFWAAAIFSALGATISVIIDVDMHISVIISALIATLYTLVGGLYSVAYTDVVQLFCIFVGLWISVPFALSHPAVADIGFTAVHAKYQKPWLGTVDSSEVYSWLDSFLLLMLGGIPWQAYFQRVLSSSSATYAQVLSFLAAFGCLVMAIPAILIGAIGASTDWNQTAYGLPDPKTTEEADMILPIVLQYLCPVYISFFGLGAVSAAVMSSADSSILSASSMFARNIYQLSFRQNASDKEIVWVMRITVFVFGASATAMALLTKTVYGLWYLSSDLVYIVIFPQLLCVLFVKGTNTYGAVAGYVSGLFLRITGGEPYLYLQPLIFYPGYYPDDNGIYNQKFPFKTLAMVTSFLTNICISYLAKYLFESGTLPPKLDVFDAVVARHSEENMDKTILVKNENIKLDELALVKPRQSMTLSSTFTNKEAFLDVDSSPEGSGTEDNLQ
# OX1R antag – human HCRTR1 antagonism | O43613 | CHO/OX1R cells, Fluo-8 calcium fluorescence, orexin A | inhibition, % at 5 µM | hit rate 0.43% among 330,000;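 active means inhibition above its plate's threshold, mean inhibition of all tested compounds on the plate plus 3 SD, cut at about 37% in these data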;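 further: 0% = orexin A challenge wells and 100% = SB-334867-A antagonist wells; not every result past the cut was called active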
# Target sequence (O43613 whole entry, looked up): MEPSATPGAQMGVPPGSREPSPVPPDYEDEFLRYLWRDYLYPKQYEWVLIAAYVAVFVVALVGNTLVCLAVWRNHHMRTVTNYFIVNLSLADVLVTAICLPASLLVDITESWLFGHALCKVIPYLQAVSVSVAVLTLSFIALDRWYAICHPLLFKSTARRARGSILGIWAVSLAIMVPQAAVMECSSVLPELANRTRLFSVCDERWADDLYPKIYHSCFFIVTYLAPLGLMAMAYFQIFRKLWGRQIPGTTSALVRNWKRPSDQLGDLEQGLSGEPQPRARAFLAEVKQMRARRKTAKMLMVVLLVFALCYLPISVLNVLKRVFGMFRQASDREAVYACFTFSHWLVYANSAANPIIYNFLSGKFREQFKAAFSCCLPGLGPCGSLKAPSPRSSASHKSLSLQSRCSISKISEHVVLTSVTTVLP
# * marks the source's active call; other numbers are inactive results; i = inactive; / = no result given. Compounds were not picked by outcome; any-hit rate near 0.8%.
SMILES,CHT PAM,OX1R antag
NC(=O)c1cnn2c(C(F)(F)F)cc(-c3ccc(F)cc3)nc12,i,-2
Cc1ccc(NCc2nnc(SCC(=O)N3CCCCC3)n2CC2CCCO2)c(C)c1 (stereo not given),i,-26
O=C(Nc1ccc(S(=O)(=O)Nc2nccs2)cc1)c1cnc(Cl)c(Cl)c1,i,-3
O=C(COc1ccccc1)Nc1nonc1NC(=O)COc1ccccc1,i,-12
COC(=O)c1c(NC(=O)CSc2nnnn2-c2ccccc2)sc2c1CCCC2,i,-35
O=c1c(Cc2ccc(Cl)cc2Cl)c(O)ccn1CCCN1CCOCC1,i,-23
Cc1cc(C)nc(SCC(=O)N(C)CC(=O)Nc2ccccc2Br)n1,i,-2
CCc1cccc(CC)c1NC(=O)CN1CCc2cc(OC)c(OC)cc2C1,i,-24
Nc1cc(=O)[nH]c(SCC(=O)Nc2cccnc2Cl)n1,i,-1
N#CCCCn1c(O)c(N=NC(=O)C(O)c2ccccc2)c2ccccc21 (stereo not given),i,-22
O=C(COC(=O)Cc1ccccc1[N+](=O)[O-])NCc1ccc(Cl)cc1,i,-5
CCOc1ncccc1C(=O)Nc1ccc(Cl)cc1,i,-15
O=C(CSc1n[nH]c(-c2ccccc2O)n1)N1CCOCC1,i,-15
CCOC(=O)c1[nH]c2ccccc2c1NC(=O)CN1CCCCC1,i,-31
Cc1ccc(S(=O)(=O)c2c(N)n(CCN3CCOCC3)c3nc4ccccc4nc23)cc1C,i,-52
Brc1ccc(-c2csc(N/N=C/c3ccco3)n2)cc1,i,-34
C=CCN(C(=O)CNC(=O)c1ccco1)C(C(=O)NC1CCCCC1)c1ccccc1F (stereo not given),i,-7
O=C(NCc1ccco1)c1ccc(CS(=O)(=O)Cc2ccc(F)cc2)o1,i,-18
O=C(Nc1ccccc1N1CCCC1)c1ccc(Br)o1,i,-33
COc1cc2[nH]c3c(=O)n4c(nc3c2cc1OC)SCCC4,i,-20
CCOC(=O)/C=C/CN(C(=O)OC(C)(C)C)S(=O)(=O)N1CC=CC1,i,-12
CN(CC(=O)Nc1cccc(S(=O)(=O)N2CCCC2)c1)Cc1ccccc1,/,-23
Cn1c(SCC(=O)NCc2ccccc2)nc2ccccc21,i,-4
O=C(CCNC(=O)c1ccccc1Cl)Nc1nc2ccc(F)cc2s1,/,-21
CSc1nc2cc(C)nn2c(-c2ccc(C(C)(C)C)cc2)c1C#N,i,-3
SMILES,CHT PAM,OX1R antag
O=P(O)(O)CCP(=O)(c1ccccc1)c1ccccc1,i,2
CC1(C)CC2CC(C)(CN2C(=O)c2cc(-c3ccc(O)cc3)on2)C1 (stereo not given),i,-7
C=CCNC(=O)COC(=O)c1ccc(Cl)c(S(N)(=O)=O)c1,i,0
Cc1ccc(-c2cc3nn(-c4ccccc4)c(N)c3c(=O)o2)cc1,i,-15
COc1ccc(-n2nnnc2SCC(=O)Nc2nnc(C)s2)cc1OC,i,-10
COc1ccc(OC)c(NC(=O)c2cc(S(=O)(=O)NCc3ccco3)ccc2F)c1,i,25
O=C(O)CSc1cnc2ccccc2n1,i,3
COc1ccc(CNC(=O)COC(=O)C2CC3C=CC2C3)cc1 (stereo not given),i,-8
O=C(COc1ccc(F)cc1)N(Cc1cccs1)C1CCS(=O)(=O)C1 (stereo not given),i,-14
c1ccc(-n2nnnc2Oc2ccc(-c3nnco3)cc2)cc1,i,-6
CC1Cc2cc(/C(O)=C3/C(=O)C(=O)N(Cc4ccco4)C3c3cccs3)ccc2O1 (stereo not given),i,-3
Cc1c(C(c2cccs2)c2c(C)n(C)n(-c3ccccc3)c2=O)c(=O)n(-c2ccccc2)n1C,i,-30
CCn1cc([N+](=O)[O-])c(C(=O)Nc2nc(-c3ccc(C)c(C)c3)c(C)s2)n1,i,-6
CCn1cc(C(=O)NC2CCCc3c2cnn3-c2cccc(C)c2C)cn1 (stereo not given),i,16
CCOCCCNCC(=O)Nc1cc(S(=O)(=O)N2CCOCC2)ccc1N1CCOCC1,/,-7
O=C(c1cc([N+](=O)[O-])ccc1Cl)N1CCN(c2ccc([N+](=O)[O-])cc2)CC1,i,-16
CCCCNC(=O)Cn1cnc2sc(C)c(S(=O)(=O)N3CCN(c4ccccc4OC)CC3)c2c1=O,i,-14
O=C1[C@H]2[C@H](C=CC[C@H]2C(=O)N2CCOCC2)CCN1Cc1ccc(Cl)c(Cl)c1,i,-18
CCC(NC(=O)CC[C@H]1O[C@@H](n2cc(C)c(=O)[nH]c2=O)C[C@@H]1O)c1ccccc1 (stereo not given in full),/,-10
Cc1cc(C)c(C#N)c(N2CCN(Cc3ccc4c(c3)OCO4)CC2)n1,i,-25
Fc1ccc(Cn2nnc(-c3ccc(Cl)cc3)n2)cc1,i,-23
O=C(OCC(=O)N1CCN(C(=O)c2ccco2)CC1)c1cncc(Br)c1,/,-7
Cc1ccc(C(=O)C2=C(O)C(=O)N(c3ncccn3)C2c2ccc(Cl)cc2)o1 (stereo not given),i,-12
CCOC(=O)C1=C(C)Nc2nnnn2C1c1c[nH]c2ccccc12 (stereo not given),i,-14
C/C(Cc1ccccc1)=N\NC(=O)CNC(=O)c1ccc(F)cc1,i,-5

# Arranged by SMILES length (falling): part of the list above.
SMILES,CHT PAM,OX1R antag
O=C1[C@H]2[C@H](C=CC[C@H]2C(=O)N2CCOCC2)CCN1Cc1ccc(Cl)c(Cl)c1,i,-18
Cc1ccc(C(=O)C2=C(O)C(=O)N(c3ncccn3)C2c2ccc(Cl)cc2)o1 (stereo not given),i,-12
CC1(C)CC2CC(C)(CN2C(=O)c2cc(-c3ccc(O)cc3)on2)C1 (stereo not given),i,-7
O=C(COc1ccc(F)cc1)N(Cc1cccs1)C1CCS(=O)(=O)C1 (stereo not given),i,-14
O=P(O)(O)CCP(=O)(c1ccccc1)c1ccccc1,i,2

# Going on with the list.
SMILES,CHT PAM,OX1R antag
COc1ccc(NC(=O)C2CCCN(S(=O)(=O)c3ccc(-n4cnnn4)cc3)C2)cc1 (stereo not given),i,-16
CCCNC(=O)NC(=O)CN1C(=O)NC(C)(c2ccc(C)cc2)C1=O (stereo not given),i,-7
CCCNC(=O)CSc1nccn1Cc1ccc(OC)cc1,i,-28
CCOC(=O)c1sc(NC(=O)C(C)C)c(C#N)c1C,i,-10
O=C(Cc1n[nH]c(=O)c2ccccc12)OCc1c(Cl)cccc1Cl,i,-6
Cc1ccc(S(=O)(=O)NCc2c(-c3ccccc3)c3cc(Cl)ccc3[nH]c2=O)cc1,i,-32
Cc1ccc(-c2nc(N)sc2C)cc1,i,-18
CC(C)NC(=O)c1ccccc1NC(=O)c1ccccc1N(C)S(C)(=O)=O,i,-3
O=C(Cn1cnc2c(OCc3ccccc3)ncnc21)NCc1ccccc1,/,-5
CCCc1cc(C(=O)Cc2nc3ccccc3s2)c(O)cc1O,i,-21
O=C(CSc1cccc[n+]1[O-])Nc1ccc2c(c1)OCO2,i,7
CCn1nc(C)cc1C(=O)N1CCCC(N2CCN(c3ccccc3OC)CC2)C1 (stereo not given),i,-21
CC(C)(C)C(=O)COC(=O)CCc1nc2ccccc2[nH]c1=O,i,-17
COc1ccc(C)cc1NC(=O)c1ccc(OC(F)F)cc1,i,-17
COc1cc(NC(=O)CN(C)Cc2ccc(OC(F)F)cc2)c(C)cc1[N+](=O)[O-],i,-10
O=C(Nc1nc2ccccc2s1)c1ccc2c(c1)OCO2,i,-2
COc1ccc(-c2nnc(NC(=O)c3ccccc3[N+](=O)[O-])s2)c(OC)c1,i,-22
CCN1C(=O)C(O)(CC(=O)c2ccc(-n3cccc3)cc2)c2ccccc21 (stereo not given),i,-14
COc1ccc(-c2cccc(-c3cc(=O)oc4cc(OC)c(OC)c(OC)c34)c2)cc1,/,-21
COc1cc(NC(=O)C2CCCO2)c(OC)cc1Cl (stereo not given),i,-13
O=C(N/N=C\c1ccc(OC(=O)c2cccs2)cc1)c1ccc(Cl)cc1,i,-14
CCN(CC)CCOC(=O)c1ccc(N/C=C(/C#N)c2nc(-c3ccc(OC)cc3)cs2)cc1,i,-15
Nc1nnc(CCCCCCCCCCc2nnc(N)s2)s1,i,-9
Cc1ccc(NC(=O)CN2C(=O)COc3ccc(S(=O)(=O)N4CCOCC4)cc32)cc1N(C)C,i,-24
CCOC(=O)c1cc(NC(=O)c2ccoc2C)cc(C(=O)OCC)c1,i,-27

# A different layout for some results above:
> COc1cc(NC(=O)C2CCCO2)c(OC)cc1Cl (stereo not given)
  CHT PAM: i
  OX1R antag: -13
> CCCNC(=O)CSc1nccn1Cc1ccc(OC)cc1
  CHT PAM: i
  OX1R antag: -28
> CCCNC(=O)NC(=O)CN1C(=O)NC(C)(c2ccc(C)cc2)C1=O (stereo not given)
  CHT PAM: i
  OX1R antag: -7
> CC(C)NC(=O)c1ccccc1NC(=O)c1ccccc1N(C)S(C)(=O)=O
  CHT PAM: i
  OX1R antag: -3

# Next entries
SMILES,CHT PAM,OX1R antag
O=C(CSC(=S)N1CCCCC1)Nc1nc(-c2ccccc2)c(-c2ccccc2)o1,i,-7
COc1ccc(NC(=O)Nc2ccc3c(c2)C(=O)N([C@@H](C)CO)C[C@@H](C)[C@@H](CN(C)CC2CCCCC2)O3)cc1,/,-18
CCCOc1ccc(-c2nc(C#N)c(N3CCc4ccccc4C3)o2)cc1,i,-4
CCOC(=O)N=Nc1c(O)n(CC)c2ccccc12,i,-1
CC(=O)OCC(OC(C)=O)C(OC(C)=O)C(OC(C)=O)C(=O)Nc1ccccc1C (stereo not given),i,-11
O=C1[C@H]2[C@@H](c3ccc(Cl)cc3)N3C(=O)N(c4cccc(Br)c4)C(=O)[C@@]3(Cc3ccc(Cl)cc3)[C@H]2C(=O)N1C1CCCCC1,i,-36
CCOc1ccc(NC(=O)c2cccc(-n3cccc3)c2)cc1S(=O)(=O)N1CCOCC1,/,-10
CC1(C)C2([N+](=O)[O-])CN3CC1([N+](=O)[O-])CN(C2)C31CCCC1,i,3
Cc1nc2c(-c3ccccc3)c(C)nn2c(C)c1CCC(=O)N1CCOCC1,i,-8
CC(C)Cn1c(N)c(C(=O)COC(=O)c2cc(C(F)(F)F)nc3ccccc23)c(=O)n(C)c1=O,i,-28
O=C(NCc1cccs1)c1ccc([N+](=O)[O-])cc1Cl,i,1
O=C(O)CSC1=NC(=Nc2cccc(Cl)c2)C2(CCCCC2)N1c1ccccc1,i,-10
CC(C)N(Cc1ccccc1)C(=O)CN1C(=O)COc2ccc(S(=O)(=O)N3CCCCCC3)cc21,i,28
O=C(NC1CCCC1)c1cc(-c2cccc(Cl)c2)on1,i,-21
COC(=O)c1ccc2nc(NC(=O)CN3C(=O)CCC3=O)sc2c1,i,-9
O=C(C1CCOCC1)N1CCCC(N2CCN(c3ccc(F)cc3)CC2)C1 (stereo not given),i,1
CCN(CC)c1ccc(C(=O)NNC(=O)CN2C(=O)NC(C)(c3ccccc3)C2=O)cc1 (stereo not given),/,-8
COc1cccc(N(CC(=O)NC2CCCC2)C(=O)CCC(=O)Nc2cc(C)on2)c1,i,-15
COc1cc(OC)cc(-c2c(-c3cccs3)c3cc(-c4ccc(OC)c(F)c4)ccc3n2C)c1,/,-22
Cc1c(C)n2c(SCC(=O)N3CCN(c4ccccc4)CC3)nnc2[nH]c1=O,i,12
Cc1cc(NC(=O)CSCC(=O)Nc2cc(C(F)(F)F)ccc2N2CCOCC2)no1,/,-24
O=C(CN1C(=O)NC2(CCc3ccccc3C2)C1=O)Nc1ccc(F)cc1 (stereo not given),i,-3
CCCCc1ccc(S(=O)(=O)Nc2ccc(C)c(NS(C)(=O)=O)c2)cc1,i,-47
Cc1cc2ccccn2c1C(=O)c1ccc([N+](=O)[O-])cc1[N+](=O)[O-],i,-21
Cc1cc(C)c(OCC(=O)Nc2nc(-c3ccccn3)cs2)c(C)c1,i,-12
SMILES,CHT PAM,OX1R antag
CCCn1nc(NS(=O)(=O)c2ccc(F)cc2)c2cc3ccccc3nc21,i,-13
Cc1ccc(N(C(=O)c2nsc(Cl)c2Cl)C(C(=O)NC2CCCC2)c2ccc(O)cc2)cc1C (stereo not given),i,-33
Cc1sc2ncnc(NC(C)C(=O)O)c2c1C (stereo not given),i,-13
COC(=O)c1ccncc1C(=O)Nc1ccc(OC)cc1,i,-15
CCOC(=O)C1=C(N)Oc2cc(C)n(C)c(=O)c2C1c1ccncc1 (stereo not given),i,-17
O=C(Cn1nc(Cl)nc1Cl)Nc1ccccc1,i,5
CCN(CC)CCN(C(=O)c1ccc([N+](=O)[O-])cc1)c1nc2c(OC)cccc2s1,i,-15
Cn1c(SCC(=O)N/N=C/C=C\c2ccco2)nc2ccccc21,i,-16
CCC(C)(C)n1nnnc1C(c1ccc(OC)c(OC)c1)N1CCN(C(=O)c2ccco2)CC1 (stereo not given),i,-19
COc1cccc(OC)c1C(=O)NC(=S)Nc1cccc(NC(=O)c2ccco2)c1,i,-14
Cc1cccc(COCC(Cc2ccccc2)N2CCN(C(=O)c3cccc(C)c3)CCC2=O)c1 (stereo not given),i,-50
COCCCNC(=O)CC1C[C@H](C(=O)N2CCOCC2)[C@@]2(C)c3[nH]c4ccccc4c3CCN2C1=O (stereo not given in full),/,-5
Cc1nn(-c2ncc(C(F)(F)F)cc2Cl)c(=O)n1-c1ccccc1,i,-9
COc1ccc2oc(=O)c(C(=O)OCc3ccccc3)cc2c1,i,-41
CC1(c2nnc(-c3cccc(Cl)c3)o2)CC(c2ccccc2Br)=NO1 (stereo not given),i,-34
FC(F)(F)c1cc(-c2ccccc2)nc(N2CCOCC2)n1,i,-6
CC1(C)Oc2ccc3ccc(=O)oc3c2/C(=C/NNC(N)=O)C1=O,i,-9
O=C(O)Cc1n[nH]c(=O)c2ccccc12,i,4

# Some of the entries so far, with two lines to a compound:
# Sequence of screens – CHT PAM | OX1R antag
> Cc1cccc(COCC(Cc2ccccc2)N2CCN(C(=O)c3cccc(C)c3)CCC2=O)c1 (stereo not given)
    i | -50
> COCCCNC(=O)CC1C[C@H](C(=O)N2CCOCC2)[C@@]2(C)c3[nH]c4ccccc4c3CCN2C1=O (stereo not given in full)
    / | -5

# High-throughput results (PubChem)
